# Bioassay records (PubChem BioAssay)
# CCR6 antag – antagonists of human CCR6 receptor; inhibition, % at 20 µM; CHO-K1 CCR6 PathHunter beta-arrestin, luminescence, CCL20-stimulated; P51684; 340,000 compounds, 0.49% hits;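 active = compounds whose inhibition of the agonist-driven luminescence signal at 20 µM reaches about 50%, limit read from the data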;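 also: cells stimulated with CCL20 at 14 nM final; plate controls were DMSO with CCL20 for no effect and DMSO without agonist for full effect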
# Target sequence (P51684 whole entry, looked up): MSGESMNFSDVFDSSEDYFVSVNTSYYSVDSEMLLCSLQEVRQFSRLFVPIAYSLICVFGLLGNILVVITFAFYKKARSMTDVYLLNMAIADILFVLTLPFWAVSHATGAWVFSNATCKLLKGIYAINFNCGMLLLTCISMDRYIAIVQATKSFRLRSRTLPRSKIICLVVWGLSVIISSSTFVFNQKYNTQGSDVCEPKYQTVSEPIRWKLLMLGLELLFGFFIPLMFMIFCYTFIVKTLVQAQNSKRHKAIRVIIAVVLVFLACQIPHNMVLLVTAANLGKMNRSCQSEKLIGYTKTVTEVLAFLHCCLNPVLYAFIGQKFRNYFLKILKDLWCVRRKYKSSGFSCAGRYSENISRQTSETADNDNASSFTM
# CHOP UPR activ – activators of apoptotic arm of unfolded protein response (CHOP); 330,000 compounds, 0.34% hits; CHO-CHOP luciferase reporter, UPR activation, luminescence; percent of tunicamycin response over DMSO baseline; activation, % at 10 µM; AID 449763;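 active = at 10 µM dose, activation of 40% or more, normalized to positive control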;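 also: 100% = tunicamycin at 10 µg/mL and 0% = DMSO alone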
#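 Assay system: CHO cells with stable CHOP pathway luciferase reporter; Buffer or medium: F12 plus 10% serum; Times: 16-18 h cell attachment, then 6 h compound exposure, 37 °C; Signal: luciferase luminescence; Read-out basis: percent activation relative to tunicamycin control; Control set: tunicamycin high control, DMSO low control.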
# tim23-1 inh – inhibits growth of tim23-1 mutant yeast; S. cerevisiae tim23-1 growth, BacTiter-Glo luminescence, 24 h; inhibition, % at 20 µM; 330,000 compounds, 1.3% hits; AID 463212;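 active = growth inhibition of the mutant yeast at or above 50%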;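 also: temperature-sensitive mutant grown at 25 °C; plate controls were DMSO-treated mutant yeast for no effect and medium wells lacking yeast for full effect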
# APJ agonist – agonists of human APJ apelin receptor | P35414 | CHO-K1 APJ PathHunter beta-arrestin, luminescence; 0% DMSO wells, 100% apelin | activation, % at 20 µM | 330,000 compounds, 0.11% hits;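 active = activation more than six SD over the plate average, tested at 20 µM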;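 also: 0% = DMSO alone and 100% = apelin-13 at 10 nM; some results filed as inactive read as strong as hits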
# Target sequence (P35414 whole entry, looked up): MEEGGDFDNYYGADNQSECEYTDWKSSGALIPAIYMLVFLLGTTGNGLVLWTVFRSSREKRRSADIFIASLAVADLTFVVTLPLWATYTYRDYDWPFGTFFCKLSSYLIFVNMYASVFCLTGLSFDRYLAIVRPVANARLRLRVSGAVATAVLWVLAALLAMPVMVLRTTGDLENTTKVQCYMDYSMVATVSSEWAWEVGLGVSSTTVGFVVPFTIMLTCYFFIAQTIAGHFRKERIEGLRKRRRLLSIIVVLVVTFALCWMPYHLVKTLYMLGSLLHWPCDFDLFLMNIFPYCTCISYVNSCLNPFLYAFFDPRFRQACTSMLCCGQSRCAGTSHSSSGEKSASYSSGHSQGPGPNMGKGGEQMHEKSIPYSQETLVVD
#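 Assay system: CHO-K1 cells stably expressing ProLink-tagged human APJ and arrestin–beta-gal acceptor. Compound dosing: 20 µM single point, 1% DMSO. Times: 16-18 h seeding, 90 min dark compound exposure, 60 min detection. Detection: beta-gal luminescence. Evaluation: APJ–arrestin association signal. Controls: negative DMSO alone, positive Apelin-13 at 10 nM.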
# Mdm2-MdmX inh – disrupts the human Mdm2-MdmX interaction. O15151+Q00987. SaOS-2 split-luciferase Mdm2/MdmX complementation, luminescence. inhibition, % at 8 µM. 330,000 compounds, 3% hits;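 active = inhibition of at least 50% at 8 µM in the primary screen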
# CXCR6 inh – blocks human CXCR6 beta-arrestin recruitment; O00574; CHO-K1 PathHunter CXCR6 beta-arrestin, luminescence; inhibition, % at 20 µM; 360,000 compounds, 0.36% hits; AID 602244; in the data active = inhibition above about 34%, passing the limit was not always enough;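 also: antagonist mode with CXCL16 agonist at 10 nM final; 0% = 10 nM CXCL16 with DMSO and 100% = unstimulated wells without agonist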
# Target sequence (O00574 whole entry, looked up): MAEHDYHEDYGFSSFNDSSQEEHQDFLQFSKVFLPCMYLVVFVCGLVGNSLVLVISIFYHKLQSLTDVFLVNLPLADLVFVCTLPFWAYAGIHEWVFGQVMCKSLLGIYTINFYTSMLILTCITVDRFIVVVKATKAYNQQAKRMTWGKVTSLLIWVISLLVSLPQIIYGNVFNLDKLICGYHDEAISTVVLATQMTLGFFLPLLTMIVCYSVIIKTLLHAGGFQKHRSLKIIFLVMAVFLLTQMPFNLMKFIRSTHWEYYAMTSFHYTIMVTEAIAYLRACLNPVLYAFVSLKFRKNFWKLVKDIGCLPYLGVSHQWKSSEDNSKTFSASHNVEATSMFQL
# EBI2 antag – EBI2 (human) antagonism; P32249; EBI2 beta-arrestin recruitment, luminescence, 7a,25-OHC stimulated; inhibition, % at 5 µM; 360,000 compounds, 0.81% hits; in the data active = inhibition above about 38%;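 also: enzyme fragment complementation signal reports receptor beta-arrestin coupling in cells; 0% = agonist plus DMSO wells and 100% = wells without agonist; some results beyond the cut were filed as inactive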
# XBP1 UPR activ – activators of adaptive arm of unfolded protein response (XBP1); CHO-XBP1 luciferase reporter, IRE1-XBP1 UPR activation, luminescence; percent of tunicamycin response, DMSO as zero; 330,000 compounds, 0.33% hits; activation, % at 20 µM;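 active = versus positive control, 20 µM dose yields 30% or more activation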;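 also: 100% = tunicamycin at 10 µg/mL and 0% = DMSO only wells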
#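 Test system: CHO-XBP1 luciferase reporter cells | Buffer or medium: Serum-containing F12 medium, 10% FBS | Schedule: 6 h compound exposure at 37 °C, 5% CO2 | Detection: Steady-Glo luciferase glow luminescence, 10 min after reagent addition | Read-out basis: Activation, % of tunicamycin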
# APJ antag – APJ receptor antagonism | P35414 | CHO-K1 APJ beta-arrestin complementation, luminescence | inhibition, % at 20 µM | 330,000 compounds, 0.32% hits;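 active = inhibition above about 40% at 20 µM, limit read from the data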;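 also: cells challenged with 10 nM apelin-13 agonist together with compound; plate controls were apelin-13 plus DMSO wells for no effect and DMSO wells lacking apelin-13 for full effect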
# Numbers without * were called inactive; . = no result given. This is a subset, so the mix of outcomes need not match the whole.
SMILES,CCR6 antag,CHOP UPR activ,tim23-1 inh,APJ agonist,Mdm2-MdmX inh,CXCR6 inh,EBI2 antag,XBP1 UPR activ,APJ antag
COc1ccc(CC(C)N2CCN(c3ccccc3)CC2)cc1OC (configuration not stated),6,-1.1,-15,-3,4,-5,2,-4,4
CCOC(=O)C1CCCN(C(=O)c2ccc3[nH]c4c(c3c2)CC(C)CC4)C1 (configuration not stated),15,0.2,43,-3,16,-2,4,5,0
N#Cc1ccsc1NC(=O)C1CC(=O)N(Cc2ccccc2)C1 (configuration not stated),-8,-0.2,18,-5,7,10,-2,-3,2
Cc1nc(/N=C(\N)NC(=O)NC2CCCCC2)nc2ccccc12,-2,5.9,21,2,53*,-5,18,-4,-6
O=c1c2ccccc2n(CC(O)CN2CCOCC2)c2ccccc12 (configuration not stated),5,-0.7,9,-2,-47,8,7,1,-2
COc1ccccc1N1CCN(Cc2nc(N)nc(Nc3ccc(C)cc3)n2)CC1,-19,2.8,8,-2,2,-10,9,3,19
CCN(CC)c1ccc([N+](=O)[O-])cc1/C=N/NC(=O)CC#N,13,9.3,15,-5,18,8,-4,2,-10
Cc1ccccc1OCC(O)Cn1c(=N)n(Cc2ccccc2)c2ccccc21 (configuration not stated),11,0.7,-3,2,97*,-10,-4,17,12
Cc1cc(C)n(CCC(=O)N/N=C/c2ccccc2O)n1,-3,-1.7,10,1,0,-8,2,1,-2
COc1cccc(/C=C/C(=O)OCC(=O)Nc2cc(S(=O)(=O)N3CCOCC3)ccc2C)c1,13,-0.7,14,-1,6,11,8,-2,5
COc1ccc(OC)c(C2NC(=S)NC(C)=C2C(=O)Nc2ccccn2)c1 (configuration not stated),2,-1.4,14,-3,2,1,-2,-2,1
C/C(=N\NC(N)=O)C1CC(CC(C)C)C(=O)O1 (configuration not stated),19,-1.2,2,-2,9,-8,0,-3,0
COc1ccccc1NC(=S)N1CCC(NC(=O)C23CC4CC(CC(C4)C2)C3)CC1,5,-2.3,-12,-3,-1,3,-4,3,15
COc1ccc(OC)c(S(=O)(=O)N2CCCCC2C(=O)N2CCN(c3ccccn3)CC2)c1 (configuration not stated),3,0.0,22,1,-15,6,-5,-2,8
CC(C)(C)C(=O)Nc1ccc(S(=O)(=O)NC2=NCCCCC2)cc1,10,-0.7,-2,-1,8,5,-11,-2,-3
Cc1cc(N(C)C)ccc1N=Nc1ccc2ncccc2c1,41,-1.3,18,-5,-118,27,1,-1,34
CC(C)Oc1ccc(C(CC(=O)O)NC(=O)Cc2ccc(Cl)cc2)cc1 (configuration not stated),5,-0.3,-8,-3,-27,4,-2,-1,-32
O=[N+]([O-])c1ccc(N2CCN(CC3CCCCC3)CC2)cc1,23,3.8,6,-2,1,-3,1,-3,14
O=C(COc1ccc(Cl)cc1)Nc1ccc2[nH]ncc2c1,-4,3.2,25,1,10,-6,-6,-4,-2
Cc1ccc(Nc2nc3ccccc3n3cnnc23)cc1Cl,-1,-0.6,44,-2,23,4,-2,10,-6
CCn1c(SCC(=O)Nc2ccc(NC(C)=O)cc2)nc2c1c(=O)n(C)c(=O)n2C,4,0.9,7,-1,22,13,-11,-6,36
CCOc1ccc(-n2ccnc2SCC(=O)Nc2nnc(C)s2)cc1,-1,-0.5,22,-2,30,-8,-6,-4,2
O=C(O)C1CCCCC1C(=O)NCc1ccc2c(c1)OCO2 (configuration not stated),2,-0.2,-7,1,-19,1,-16,0,16
COc1ccc(C[C@H](C)NC[C@@H](O)c2ccc(O)c(NC=O)c2)cc1,7,1.2,-5,0,-20,2,-4,-8,-22
CCOC(=O)CN1CC23C=CC(O2)C(C(=O)Nc2cc(OC)ccc2OC)C3C1=O (configuration not stated),-3,1.2,2,-2,14,1,-4,-1,11
CCOC(=O)c1c(NC(=O)CN2C(=O)CN(C)C2=O)sc(C)c1C,7,-0.7,15,0,37,8,3,0,16
COC(=O)Cn1c(SCc2ccccc2)nc2ccccc21,6,1.1,13,2,5,9,13,0,-6
O=C(Cc1cccc([N+](=O)[O-])c1)Nc1ccc(C(=O)N2CCCCC2)cc1,2,-0.5,19,-3,13,3,-5,-2,11
N#Cc1ccc(Oc2ncccn2)cc1,-9,-3.4,-5,4,-5,-3,13,-1,-15
NC(=O)c1cc2cc(Br)ccc2o/c1=N/NC(=O)c1cccc(F)c1,-6,1.3,-20,0,27,6,1,2,18
COc1ccc(-c2noc(C(=O)NCc3ccc(F)cc3)n2)cc1OC,6,1.2,24,-3,15,0,-2,-1,10
COc1ccc(CCNC(=O)c2ccc(Cl)c(S(=O)(=O)N(C)c3ccccc3)c2)cc1,12,3.5,15,-2,5,4,6,-1,-8
CC1=CC(C)C(COC(=O)CN2CCCCC2)C(C)C1 (configuration not stated),6,0.3,-6,2,30,3,-10,-7,18
O=C(OCC(=O)N1CCOCC1)c1cc2ccccc2oc1=O,1,1.9,3,-3,-22,-5,-3,1,7
CCCCC1C2C(=O)N(c3ccc(C)cc3)C(=O)C2ON1c1ccccc1 (configuration not stated),18,6.0,33,5,-15,-8,10,4,-43
O=C(C1=C[C@@H](c2coc3ccccc3c2=O)C[C@@H](OCc2ccc(CO)cc2)O1)N1CCOCC1,-6,0.1,8,7,19,8,0,-1,-3

# One compound at a time (already shown). Values in the order: CCR6 antag	CHOP UPR activ	tim23-1 inh	APJ agonist	Mdm2-MdmX inh	CXCR6 inh	EBI2 antag	XBP1 UPR activ	APJ antag
# NC(=O)c1cc2cc(Br)ccc2o/c1=N/NC(=O)c1cccc(F)c1 across the screens: -6	1.3	-20	0	27	6	1	2	18
# CCOC(=O)CN1CC23C=CC(O2)C(C(=O)Nc2cc(OC)ccc2OC)C3C1=O (configuration not stated) across the screens: -3	1.2	2	-2	14	1	-4	-1	11

# Some entries already given, reduced to XBP1 UPR activ and tim23-1 inh.
compound | XBP1 UPR activ | tim23-1 inh
COc1ccc(-c2noc(C(=O)NCc3ccc(F)cc3)n2)cc1OC | -1 | 24
COc1ccc(CCNC(=O)c2ccc(Cl)c(S(=O)(=O)N(C)c3ccccc3)c2)cc1 | -1 | 15
CC1=CC(C)C(COC(=O)CN2CCCCC2)C(C)C1 (configuration not stated) | -7 | -6

# (listing goes on)
SMILES,CCR6 antag,CHOP UPR activ,tim23-1 inh,APJ agonist,Mdm2-MdmX inh,CXCR6 inh,EBI2 antag,XBP1 UPR activ,APJ antag
CN(CC(=O)Nc1ccc(Cl)cc1)C(=O)c1ccc(COc2ccccc2)cc1,5,-0.7,19,-3,19,5,-22,0,-6
COC(=O)C1CCN(C(=O)COC(=O)COc2ccc(C#N)cc2)CC1,6,-1.0,11,-5,2,-6,1,-3,-16
N#Cc1ccc(C(=O)OCC(=O)N2CCCC2)cc1,-5,2.9,14,-2,8,1,-6,1,13
CCOC(=O)c1cccc(NC(=O)CN2CCN(c3ccc(OC)cc3)CC2)c1,-2,-1.4,17,-1,-3,8,8,1,9
CCCCC1=CC2=CC(=O)C(C)(OC(=O)c3ccco3)C(=O)C2=CO1 (configuration not stated),.,-2.2,13,0,10,.,.,0,-9
CCOC(=O)CCn1cc(F)c(=O)n(Cc2ccccc2)c1=O,-10,-2.5,2,-1,-18,-7,1,3,1
Cc1ccc(N2CCN(C3=NC(=O)C(Cc4ccccc4)S3)CC2)cc1 (configuration not stated),-6,-0.9,37,-3,-15,-1,10,-1,0
COC(=O)c1cc(NS(=O)(=O)c2ccc(N3CCOCC3)c(NC(C)=O)c2)cc(C(=O)OC)c1,-4,0.2,2,-3,4,-1,-8,-2,-6
CC(=O)N/C(=C\c1ccccc1)C(=O)OCC(=O)c1c(N)n(C)c(=O)n(C)c1=O,-1,-0.8,1,-5,11,-4,-3,-1,-3
CC(=O)Nc1ccc(OCC(O)CN2CCN(c3ccc(C)c(Cl)c3)CC2)cc1 (configuration not stated),-8,-1.8,-12,2,0,1,1,2,-10
COc1ccc(/C=C(\CC(=O)O)c2nc3ccccc3s2)cc1O,6,0.3,12,-4,-12,-2,-2,-1,-5
COc1ccc(C2=CSC3=NCCN23)cc1OC,11,0.2,-17,0,24,-5,0,-4,5
O=C(c1ccc(-c2ccccc2Cl)o1)N1CCC1,-2,4.4,23,7,-8,3,-17,4,8
Cc1cccc(NS(=O)(=O)c2cc3c(cc2C)N(C)CCO3)c1,2,0.2,19,0,-31,-1,2,0,-6
COc1ccc(OC)c(NC(=O)CSC2=NCCS2)c1,-12,0.8,11,-3,28,-6,0,1,11
CC(C)(C)OC(=O)COc1cc(O)c2c(=O)cc(-c3ccccc3)oc2c1,22,-0.9,12,-2,36,13,-5,0,-3
COC(=O)c1coc(-c2ccc(OC)cc2)c1C(=O)OC,2,5.5,16,2,-17,-11,3,2,8
COc1ccc(C/C(N)=N/n2cnnc2)cc1,0,-1.2,-2,2,-8,4,-5,4,8
O=C1CNCc2[nH]c3ccccc3c2N1c1ccccc1,15,-0.5,11,2,-5,1,7,-2,-16
COC(=O)CSc1nc2sc3c(c2c(=O)n1-c1ccc(OC)cc1)CCN(C)C3,-5,2.5,0,1,2,10,19,-7,7
COCCOC(=O)c1c(NC(=O)CN2c3ccccc3CC2C)sc(C(N)=O)c1C (configuration not stated),10,1.3,31,-1,15,-1,65*,-3,4
O=C(c1ccccc1)N1CCCC(C(=O)N2CCCCCC2)C1 (configuration not stated),-7,-1.5,16,-3,-2,1,-11,-1,-10
CC1CC(C)CN(CC(=O)Nc2ccc3c(c2)OCCO3)C1 (configuration not stated),0,1.4,18,1,36,-6,-1,1,-14
Cc1cc(/C=C(/C#N)C(=O)O)c(C)n1CCC(C)C,-3,-0.5,21,3,12,-7,15,-3,-3
CN(Cc1ccccc1)C(=O)CN1C(=O)NC(C)(c2ccc(Cl)cc2)C1=O (configuration not stated),4,1.5,7,-2,-12,-2,-13,3,-4
O=[N+]([O-])c1cc(Br)c(O)c(C=Nc2ccc(N3CCOCC3)cc2)c1,12,-2.9,24,-2,12,11,1,-5,-13
NS(=O)(=O)c1cccc(NC(=O)CSc2nnc(-c3ccccc3F)n2C2CC2)c1,16,-0.2,15,-3,-9,0,-9,-4,-2
COc1ccc(CC(=O)Oc2ccccc2C)cc1,4,0.4,10,-1,27,-18,-4,-1,0
COc1ccc(-n2nnnc2CNC(=O)C(=O)c2c(C)[nH]c3ccccc23)cc1,-3,1.2,11,3,-20,-2,8,1,2
O=C(Cc1ccccc1)N/N=C/c1cccc([N+](=O)[O-])c1,-3,-0.1,-2,-4,9,-12,-9,0,5
O=C(c1cc(-c2ccccc2)on1)N1CCN(C(=O)c2ccco2)CC1,-2,1.0,16,2,18,-1,31,-2,-19
CC(C)CN(CC(C)C)S(=O)(=O)N1CCC(C(=O)NCc2cccnc2)CC1,-1,-2.0,24,1,14,-2,-12,6,5
